Compound activity: PubChem, National Center for Advancing Translational Sciences (NCATS)
HP1b binding inh: HTS for Inhibitors of HP1-beta Chromodomain Interactions with Methylated Histone Tails; Chromobox protein homolog 1 (Homo sapiens), P83916; AlphaScreen HP1-beta / biotin-H3K9me3 peptide binding; Potency, µM (doses to about 114 µM), for the others: at the highest dose activity change, negative = inhibition, actives largely listed as inhibitors; actives 0.56% (n = 390,000); AID 540317, 2011; also: potency is read from the fitted curve at half-maximal effect; nearly all actives have a fitted effect of over 70% in size; inactives centre near 23
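AlphaScreen: HP1-beta (50 nM) preformed 30 min with biotin-H3(1-18)K9me3 peptide (50 nM) in PBS pH 7.4, 0.01% Tween-20. Compound added for 30 min at RT, then streptavidin donor/nickel chelate acceptor beads (10 ug/mL) for 30 min.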
POLH inh: qHTS for Inhibitors of Polymerase Eta. actives 1.2% (n = 390,000). DNA polymerase eta (Homo sapiens), Q9Y253. recombinant Pol eta, fluorescent DNA replication assay. AID 588591, 2011. Potency, µM (series often up to 114 µM), inactives show top-dose activity change, negative = inhibition, usual class: inhibitors; also: potency is read from the fitted curve at half-maximal effect; % is scaled to controls: 0 for no effect and ±100 for the full control effect
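Pol eta (10 nM) was preincubated with compounds for 15 min at room temperature, after which fluorescent replication substrate (50 nM final) was added to start the reaction. Fluorescence was read kinetically at 0 and 10 min.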
Tb PGK inh: qHTS Assay to Find Inhibitors of Phosphoglycerate Kinase. Potency, µM (titrated, usually from 57.5 µM), for inactives: at the top dose activity change, negative = inhibition, usual class: inhibitors. PGK/GAPDH coupled, Kinase-Glo luminescence, 60 min. Phosphoglycerate kinase, glycosomal (Trypanosoma brucei brucei), P07378. actives 0.043% (n = 380,000); also: potency is read from the fitted curve at half-maximal effect; % is scaled to controls: 0 for no effect and ±100 for the full control effect; nearly all actives have a fitted effect of over 60% in size
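Recombinant glycosomal PGK reaction used 1,3-bisphosphoglycerate generated in-well by GAPDH (100nM final) in 100mM TEA pH 7.6, 5mM MgCl2, 0.01% Tween-20. After 60 minutes at room temperature, ATP was read by Kinase-Glo Plus luminescence end-point.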
G9a inh: qHTS Assay for Inhibitors of Histone Lysine Methyltransferase G9a; Histone-lysine N-methyltransferase EHMT2 (Homo sapiens), Q96KQ7; G9a H3K9 monomethylation, AlphaScreen, 2 h; Potency, µM (series often up to 102 µM), inactives show top-dose activity, negative = inhibition, most hits filed as inhibitors; actives 8.8% (n = 350,000); AID 504332, 2011; also: potency is read from the fitted curve at half-maximal effect; % is scaled to controls: 0 for no effect and ±100 for the full control effect; nearly all actives have a fitted effect of over 75% in size
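Enzyme 20 nM + cpd, 15 min RT; add b-H3K9 pep 500 nM / SAM 20 uM; 2 h RT; anti-H3K9me1 Ab 0.5 ug/mL + SA donor / anti-rabbit acceptor beads 20 ug/mL each, 10 min; AlphaScreen read.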
PI4K2A block: qHTS for small molecular inhibitors of PI4K2A; Phosphatidylinositol 4-kinase type 2-alpha (Homo sapiens), Q9BTU6; actives 0.13% (n = 420,000); AID 1346378, 2018; purified PI4K2A, ADP-Glo luminescence, 1 h; active compounds read low; activity change, negative = inhibition, % at 76.9 µM; in the data active = activity change below about -50%; inconclusive = mostly about -30% to -49%;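 also: -100% = wells without enzyme as full effect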
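PI4K2A activity was measured by ADP-Glo luminescence: enzyme (4 ug/mL stock) and phosphatidylinositol (1.2 mM stock) in Tris pH 7.5/MgCl2/EGTA/Triton X-100 buffer were reacted with ATP (300 microM stock) for one hour at ambient temperature.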
JMJD2A Tudor inh: qHTS Assay for Inhibitors of JMJD2A-Tudor Domain. Lysine-specific demethylase 4A (Homo sapiens), O75164. AlphaScreen JMJD2A-Tudor / H3K4me3 peptide binding. Potency, µM (doses to about 114 µM), inactives show top-dose activity change, negative = inhibition, hits mostly inhibitors. actives 4.4% (n = 390,000). AID 504339, 2011; also: potency is read from the fitted curve at half-maximal effect; % is scaled to controls: 0 for no effect and ±100 for the full control effect; nearly all actives have a fitted effect of over 50% in size
GLS inh: qHTS for Inhibitors of Glutaminase (GLS) | Glutaminase kidney isoform, mitochondrial (Homo sapiens), O94925 | GLS enzymatic activity, qHTS titration | Potency, µM (titrated, usually from 45.5 µM), without a hit: at the top dose activity change, negative = inhibition, most hits filed as inhibitors | actives 0.21% (n = 410,000) | AID 624170, 2012; also: potency is read from the fitted curve at half-maximal effect; % is scaled to controls: 0 for no effect and ±100 for the full control effect
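Coupled fluorescence readout: glutamate oxidase/HRP/Amplex Red detect glutamate formed by hKGA from L-glutamine (1 mM solution added). Buffer 45 mM KH2PO4 pH 8.2, 0.02% Tween-20; reads at t0 and 30 min RT.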
Pin1 inhibitor: qHTS Assay to Find Inhibitors of Pin1. Potency, µM (series often up to 115 µM), for the others: top-dose activity, negative = inhibition, actives largely listed as inhibitors. Pin1 FP peptide displacement, HiFluor488, 10 min. AID 504891, 2011. Peptidyl-prolyl cis-trans isomerase NIMA-interacting 1 (Homo sapiens), Q13526. actives 0.009% (n = 390,000); active = well fitted inhibition curve with a large enough effect in the polarisation, with a control signal flat, not every such curve was filed as active; inconclusive = small, poorly fitted or top-dose-only effect, or effect the other way, or a change in a side signal; inactive = no such curve, though single readings can be large or run the other way; the % refers to the polarisation; also: potency is read from the fitted curve at half-maximal effect; % is scaled to controls: 0 for no effect and ±100 for the full control effect
BAZ2B block: qHTS Assay for Inhibitors of BAZ2B; Bromodomain adjacent to zinc finger domain protein 2B (Homo sapiens), Q9UIF8; actives 4.4% (n = 360,000); Potency, µM (doses to about 114 µM), without a hit: top-dose activity change, negative = inhibition, hits mostly inhibitors; AID 504333, 2011; AlphaScreen BAZ2B-H3K14Ac peptide displacement; also: potency is read from the fitted curve at half-maximal effect; % is scaled to controls: 0 for no effect and ±100 for the full control effect; nearly all actives have a fitted effect of over 60% in size
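BAZ2B 50 nM plus b-H3(5-23)K14Ac 50 nM, PBS pH 7.4/0.01% Tween-20, 30 min RT; compound added (max 110 uM), 30 min RT; streptavidin donor/Ni-chelate acceptor beads 10 ug/mL final, 20 min dark; AlphaScreen read.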
The depositor's hits bear a star; i = inactive; ? = inconclusive; nt = not tested or not shown; & = joins results of further samples; [ ] = remark or other dose. Unless noted, calls follow the shape of the dose curve; as a rule, active = well fitted curve in the direction sought with a large enough effect; inconclusive = small, poorly fitted or top-dose-only effect, or another doubt; inactive = no such curve, though single readings can be large; an effect the other way counts as inactive or inconclusive.

Results follow in this order: HP1b binding inh, POLH inh, Tb PGK inh, G9a inh, PI4K2A block, JMJD2A Tudor inh, GLS inh, Pin1 inhibitor, BAZ2B block
- Cn1nnnc1Sc1ncnc2scc(-c3ccc[nH]3)c12
    16%, 0%, -1%, 15%[2.33 µM], -4, -27%&-21%, 3%, 2%&24%, -7%
- Cc1cc(=O)oc2c1c(C)nn2-c1ccc(Br)cc1
    1%, -3%, -1%, ?, 0, -15%, 0%, -1%, -19%
- CCC1(c2ccc(F)cc2)NC(=O)N(CC(=O)Nc2ccc3c(c2)OCCO3)C1=O (stereo not given)
    19%, -18%, 0%, nt, 7, -6%, -9%, -2%, nt
- CSCC(=O)N1CCCC(CO)(CCCc2ccccc2)C1 (stereo not given)
    1%, 0%, -1%, 6%, 4, -12%, 6%, -14%, 4%
- COc1ccccc1CNC(=O)COCc1cc(-c2ccc3c(c2)OCO3)on1
    6%, -20%, -10%, -2%[59 µM], -1, -18%, -3%, -6%, -1%
- COCCN1C(=O)N(c2cccc(C)c2)C(=O)C1CC(=O)Nc1ccc(F)cc1 (stereo not given)
    15%, 6%, -13%, 0%[12.7 µM], -10, -16%, 3%, 0%, 10%
- O=C(CN1CCN(S(=O)(=O)c2ccc(Br)cc2)CC1)Nc1ccccc1F
    12%, -3%, -3%, 20%[59 µM], -11, -10%, 0%, 6%, 8%
- CCOC(=O)C1(Cc2ccccc2)CCN(Cc2ccc3cc(NC(C)=O)ccc3n2)CC1
    37%, -15%, -8%, ?, 0, -1%, 8%, 24%, ?
- CCC(C)(C)NC(=O)C1CCN(c2nc(OC)nc(OC)n2)CC1
    41%[activator], -13%, -11%, -11%[59 µM], -2, -13%, 2%, 1%, -5%
- CSc1nc2ccc(S(N)(=O)=O)cc2s1
    26%, -6%, -7%, 10%[59 µM], -3, -4%, 3%, 3%, 1%
- Cc1cc(NC(=O)C2C3C(=O)N(Cc4ccc(Cl)cc4)C(C(=O)NCc4ccccc4)C34C=CC2(C)O4)no1 (stereo not given)
    13%, 0%, -3%, 14%[59 µM], 1, -8%, 11%, -11%, -1%
- O=C(c1ccccc1)c1ccc2ccccc2n1
    87%[activator], -12%, 0%, -2%[12.7 µM], 9, 10%, -11%, 10%, 39%
- O=C(/C=C/N1CCN(Cc2ccccc2)CC1)C(F)(F)F
    30%, 8%, -2%, -3%, -2, -11%, 2%, -11%, -19%
- N#Cc1c(Cl)nc(-c2ccncc2)nc1-c1ccccc1
    50%[activator], -6%, 3%, 28µM*, -1, ?, 1%, 3%, 79µM*
- O=C(NCN1C(=O)C2C3C=CC(C3)C2C1=O)Nc1nccs1 (stereo not given)
    24%, -2%, -4%, 1%[59 µM], 4, -4%, 10%, 7%, -3%
- COc1ccc(-n2nnnc2SCC(=O)Nc2cccc(O)c2)cc1
    26%, -22%, -8%, -14%, 0, -3%, -6%, -2%, -28%
- O=C1c2[nH]nc(-c3ccc(Br)cc3)c2C(c2cccc(O)c2)N1c1ccc(Cl)cc1 (stereo not given)
    34%, -14%, 2%, 2%[59 µM], -5, -13%, 6%, 11%, nt
- CCN(CC)S(=O)(=O)c1ccc2c(c1)N(CC(=O)Nc1c(C)cccc1C)C(=O)C1CCCN21 (stereo not given)
    29%, nt, nt, -1%[59 µM], 2, -12%, -6%, ?, 2%
- CCOC(=O)c1cc(-c2cccs2)nc2onc(C)c12
    29%, 0%, 8%, -7%, 2, -10%, -7%, 1%, 17%
- CCC(=O)N1CCCc2cc(S(=O)(=O)N3CCN(c4ncccn4)CC3)ccc21
    21%, -8%, -2%, -10%, -4, -14%, -1%, 2%, 11%
- CC(C)(C)Nc1nc2ccc([N+](=O)[O-])cc2o1
    19%, -6%, 1%, -32%, 0, -13%, 19%, -1%, -12%
- Cc1cccn2cc(CCNS(=O)(=O)c3cccc([N+](=O)[O-])c3)nc12
    14%, -15%, -1%, nt, 3, -3%, -2%, -13%, -15%
- COc1cc(-c2noc(C)c2/C=C/c2ccc(OC(C)=O)cc2)cc(OC)c1OC
    33%, -11%, -1%, nt, -5, -10%, 7%, -2%, -36%
- COc1ccccc1N1CCN(C(CNC(=O)C(=O)NCCN(C)C)c2cccnc2)CC1 (stereo not given)
    31%, -10%, -7%, 5%[59 µM], 1, -5%, 8%, -2%, 1%
- O=C(c1nc2ccccn2c1CNCC1OCCc2ccccc21)N1CCOCC1 (stereo not given)
    15%, -7%, -5%, 3%, -6, -7%, -2%, -13%, 4%
- O=c1c2c3nc4ccccc4nc3n(/N=C/c3ccco3)c2ncn1CCC1=CCCCC1
    34%, ?, 6%[11.5 µM], ?, -16, -27%, -2%, ?, ?
- CCOC(=O)Nc1ccc(OC)c([N+](=O)[O-])c1
    35%, -5%, -3%, 19%, 1, -5%, -6%, -5%, -5%
- CC(C)c1ccc(NC(=O)CSC2=Nc3ccccc3C3=NC(CC(=O)NC4CCCCC4)C(=O)N23)cc1 (stereo not given)
    12%, -15%, 9%, -1%[59 µM], 1, -29%, -9%, -2%, -5%
- Cc1ccc(-c2cc(C(=O)OCn3nnc4ccccc4c3=O)c3ccccc3n2)cc1
    38%, -8%, 7%, 16%[59 µM], 4, 1%, 2%, 0%, -1%
- CS(=O)(=O)c1ccccc1-c1nc(-c2cccc(Cl)c2)no1
    58%[activator], 5%, -1%, 27%, 2, 21%, 0%, 0%, 14%
- O=C1CC(=O)N(CCNc2ncc(C(F)(F)F)cc2Cl)C(=O)N1
    1%, -13%, -1%, 7%[59 µM], -19, -26%, 8%, ?, -36%
- Cc1nnc(SCC(=O)Nc2sccc2C#N)s1
    41%, 25µM*, -8%, 2%, -16, ?, -8%, -9%, ?
- Cc1nc2ccccc2c(=O)n1/N=C/c1ccncc1
    18%, 13%, -6%, -2%[59 µM], -9, -5%, 18%, -6%, -4%
- C=CCn1cccc(C(=O)Nc2ccc(OCC)cc2)c1=O
    5%, 0%, -7%, -3%, 2, ?, 11%, -1%, -4%
- Cc1ccc2c(CSc3nncs3)cc(=O)oc2c1
    24%, -12%, -9%, 50µM*, -2, -24%, -2%, -8%, -33%
- CN(C)S(=O)(=O)c1cccc(NC(=S)Nc2ccc(Cl)cc2Cl)c1
    10%, -17%, ?, -51%[59 µM], -3, -12%, 0%, -2%, -25%
- C(=N\n1cnnc1)/c1ccc2ncccc2c1
    15%, 3%, 2%, ?, 1, -13%, 3%, -4%, -3%
- COc1ccc(OC)c(CCNC(=O)c2cc3cccc4c3n2CC(C)S4)c1 (stereo not given)
    25%, -5%, 6%, ?, 0, -32%, -5%, 9%, -38%
- NC(=O)C1CC(=O)N(c2ccc(OCC(=O)Nc3cccc(C(F)(F)F)c3)cc2)C1 (stereo not given)
    24%, 4%, -6%, ?, -3, -3%, 13%, 2%, 0%
- O=C(COc1ncnc2c(Cl)cc(Cl)cc12)N1CCN(S(=O)(=O)c2ccccc2)CC1
    4%, -14%, -2%, ?, 0, -13%[11.4 µM], -5%, 1%, -8%
- COCc1cc(C)n(CC(=O)OC)c(=O)c1C#N
    28%, -25%, -2%, 8%, 2, 5%, 2%, 0%, -12%
- CS(=O)(=O)c1cnc(-c2cccnc2)nc1N
    38%, -21%, -11%, 4%[59 µM], -5, 3%, 2%, -11%, -3%
- Cc1cc(C)c2nc(N3CCOCC3)c(C#N)cc2c1
    155%[activator], -10%, i, nt, 1, 206%[activator], -16%, -1%, 143%[activator]
- CCc1cc(C(=O)N2CCCC(C(=O)c3ccc(Cl)cc3)C2)no1 (stereo not given)
    25%, -24%, -8%, -8%, 8, -16%, 2%, -1%, -20%
- O=CN1CCN(C(C(=O)NC2CCCC2)c2cc3c(cc2[N+](=O)[O-])OCO3)CC1 (stereo not given)
    ?, 7%, i, -3%, -3, -22%, -2%, -10%, -14%
- COc1cccc(C(=O)Nc2ccc(N3CCCC3)cc2)c1
    ?, -10%, ?, 4.5µM*, -68*, ?, 38%[activator], 6%, 32µM*
- CC1(C)C(C(=O)OCC(Cl)(Cl)Cl)N2C(=O)C(NC(=O)Cc3ccccc3)C2S1=O (stereo not given)
    15%, -12%, i, nt, -8, -15%, -2%, 3%, ?
- C[C@@H](C(=O)Nc1nc2ccccc2s1)N1C(=O)C2CC=CCC2C1=O (stereo not given in full)
    23%, -23%, 1%, -26%, -3, -4%, -11%, 10%, -21%
- Cc1ccc(CNC(=O)C2CCCN(c3ncnc4onc(-c5ccc(F)cc5)c34)C2)cc1 (stereo not given)
    26%, -17%, i, -25%[59 µM], 0, 4%, 0%, 0%, 10%[57.1 µM]
- CCn1c(SCC(=O)N2CCCc3ccccc32)nc2cccnc21
    25%, 1%, -3%, 14%[12.7 µM], 3, -6%[11.4 µM], -2%, -8%, 0%

Only part of the results is shown (hit frequency here may not be typical).
